# Shn3 inh set2 = Schnurri-3 reporter inhibition in Clone20 osteoblasts. inhibition, % at 12.5 µM. AID 588674. hit rate 0.52% among 360,000. Clone20 osteoblast Shn3 3'UTR firefly luciferase, 24 h;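 active = mean inhibition of at least 75% with every replicate also reaching 75%; inconclusive = mean inhibition at least 75% but some replicate below; inactive = mean inhibition below 75%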;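 note: 0% = median of neutral control wells and 100% = pilot-screen positive control compound; some compounds past the cut are filed as inactive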
# MITF TRPM1 inh = inhibitors of MITF-driven TRPM1 promoter in melanoma cells; SK-MEL-5 TRPM1 promoter luciferase, 24 h; inhibition, % at 12.5 µM; hit rate 0.83% among 330,000; AID 488899;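 active = mean inhibition across replicates of 60% or more, whatever share of single replicates reaches that level; inconclusive = some that reach 60%, reason not given; inactive = mean inhibition across replicates below 60%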; note: values of inactives mirror those of a sister screen read the other way
# HIF-2a inh = blocks HIF-2a reporter activity | AID 624352 | hit rate 0.72% among 360,000 | inhibition, % at 18.8 µM | 786-0 RCC cells HIF-2a reporter, luciferase luminescence, overnight;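 active = inhibition of the luminescence signal of 40% or more relative to plate controls, in a single-dose primary screen at 18.75 µM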
# KKLEB tox = reduces viability of KKLEB cystic fibrosis airway cells; KKLEB CF airway cells viability, ATPlite luminescence, overnight; hits give low values; cells stimulated with P. aeruginosa culture filtrate; activity change (cytotoxicity), % at 5 µM; hit rate 0.36% among 360,000; AID 602141;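 active = corrected activity change at or below -50% at 5 µM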
# NR2E3 ag-1 = human photoreceptor-specific nuclear receptor agonism; inhibition of corepressor binding, % at 3.98 µM; AID 602229; hit rate 0.35% among 360,000; Q9Y5X4; CHO-S Gal4-NCOR/VP16-NR2E3 two-hybrid, luciferase;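 active = inhibition above the mean of all tested compounds plus 3 SD, cut at about 70% in these data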;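 note: 0% = DMSO with NR2E3 transfected cells and 100% = cells lacking NR2E3 construct; higher means lower luciferase signal from less NR2E3 corepressor binding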
# Target sequence (Q9Y5X4 whole entry, looked up, the tested form may be a part): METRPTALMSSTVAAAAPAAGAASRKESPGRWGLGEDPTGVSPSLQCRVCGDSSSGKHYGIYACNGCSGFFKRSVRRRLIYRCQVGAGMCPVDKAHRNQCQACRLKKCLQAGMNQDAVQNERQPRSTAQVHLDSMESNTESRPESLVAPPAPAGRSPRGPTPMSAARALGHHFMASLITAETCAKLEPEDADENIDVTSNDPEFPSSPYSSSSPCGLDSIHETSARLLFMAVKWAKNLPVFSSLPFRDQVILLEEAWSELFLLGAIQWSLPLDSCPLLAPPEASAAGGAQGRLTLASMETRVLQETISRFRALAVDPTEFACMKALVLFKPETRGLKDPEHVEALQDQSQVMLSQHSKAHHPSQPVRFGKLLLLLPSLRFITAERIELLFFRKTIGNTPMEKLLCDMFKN
# Peg3 promoter = inhibitors of Peg3 promoter | inhibition, % at 20 µM | HeLa PEG-Prom luciferase reporter, luminescence, overnight | hit rate 1.7% among 360,000;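 active = inhibition of at least 50% at 20 µM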
# NR2E3 ag-2 = agonists of human nuclear receptor NR2E3; Q9Y5X4; GST-NR2E3/biotin-RetCOR TR-FRET, 1536-well; inhibition of corepressor binding, % at 4.78 µM; hit rate 0.12% among 320,000; AID 2300;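 active = percent inhibition above the cutoff of mean plus 3 SD of all tested compounds, set per screening campaign, cut at about 20% in these data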;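 note: 0% = DMSO wells and 100% = biotin wells as full block of FRET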
#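 System: GST-tagged NR2E3 plus biotinylated RetCOR corepressor; Amount: 1.35 nM GST-tagged NR2E3 final; Dosing: single nominal compound dose of 4.8 µM; Schedule: 5 h incubation at 4 °C; Technique: TR-FRET with europium anti-GST and streptavidin-D2, 340 nm excitation; Controls: biotin wells as high control, 0.6% DMSO wells as low control.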
# C8 TRAIL sens = caspase-8 TRAIL sensitization; NB7+C8 cells + TRAIL, ATPlite viability luminescence; inhibition (viability loss, TRAIL sensitization), % at 10 µM; hit rate 1% among 360,000; AID 624354;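 active = compounds causing at least 50% loss of cell viability in the single-dose screen, relative to plate controls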
# TWEAK Fn14 block = inhibitors of TWEAK-Fn14 interaction signaling | TWEAK-stimulated Fn14 reporter cells, luciferase luminescence, 8 h | inhibition, % at 10 µM | hit rate 2% among 360,000 | AID 1159606; in the data active = inhibition above about 50%
# CF NFkB block = inhibitors of cystic fibrosis induced NF-kB; inhibition, % at 5 µM; KKLEB NF-kB-GFP reporter, PAF-induced, GFP fluorescence overnight; hit rate 0.86% among 360,000;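 active = at least 50% inhibition at 5 µM, scaled per plate between neutral and stimulator controls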;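 note: PAF is a Pseudomonas aeruginosa culture filtrate used as stimulus; plate controls were PAF-stimulated DMSO wells for no effect and unstimulated DMSO wells for full effect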
# TROY NFkB inh = inhibitors of TROY-dependent NF-kB signaling. inhibition, % at 10 µM. AID 1347056. hit rate 0.98% among 360,000. Q293 LMP1-TROYcd NF-kB luciferase reporter, 4 h;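 active = compounds whose plate-normalised and pattern-corrected inhibition of the luciferase reporter signal at the single screening dose is 50% or more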
# * = called active by the depositor; ? = inconclusive; . = not tested or not shown. Some of the compounds tested; the hit share may differ from the screen's.
SMILES,Shn3 inh set2,MITF TRPM1 inh,HIF-2a inh,KKLEB tox,NR2E3 ag-1,Peg3 promoter,NR2E3 ag-2,C8 TRAIL sens,TWEAK Fn14 block,CF NFkB block,TROY NFkB inh
Cc1ccccc1-n1c(C)cc(/C=C2/C(=O)NC(=O)N(Cc3ccco3)C2=O)c1C,-8,16,-10,0,9,14,1,23,-1,9,4
CCn1c(P(C)(=O)O)nc2cc(NC(=O)c3ccccc3F)ccc21,-72,-5,16,-17,17,13,-2,5,17,13,9
O=C(NC1CCCCC1)N1Cc2cc(-c3cccc(F)c3)ccc2-n2nncc2C1,6,.,-4,7,-20,8,.,4,-10,-28,11
CS(=O)(=O)c1ccc(C2=C(CNC(=O)c3cccs3)[C@H]3CC[C@@H](C2)N3Cc2ccccc2)cc1,-7,.,-2,3,-27,12,.,1,-15,-1,-7
CN(C)c1ccc(CCN2CCOCC2)cc1,-203,-23,-211,12,-54,-134,-2,4,14,-26,28
C/C(=N\N1CCCCC1)c1c(O)[nH]c(=O)[nH]c1=O,-10,6,19,-8,2,12,-2,0,-8,13,-5
COc1ccc(CCn2c(O)c(C=Nc3ccc(F)cc3)c(=O)[nH]c2=O)cc1OC,-2,.,21,2,-12,16,1,3,-5,-9,35
COc1ccc(CCNC(=O)COC(=O)Cc2ccccc2)cc1,-23,-4,21,-2,11,0,4,-3,-10,-1,9
CCOc1ccc(-c2cc(C)[n+](CCN3CCOCC3)c(-c3ccc(OCC)cc3)c2)cc1,-27,43,7,6,-11,4,-4,-7,-11,2,13
Cc1cccc(NC(=O)COC(=O)c2cc(C)n(C3CC3)c2C)c1,-1,4,-14,7,-21,-22,3,-13,0,-6,-6
CCCC(C)C1(CC)C(=O)NC(=O)N=C1N (configuration not stated),5,5,19,14,-25,1,5,-3,-10,-6,-1
CS(=O)(=O)c1ccc(C2=C(CNC(=O)c3ccncc3)[C@H]3CC[C@@H](C2)N3Cc2ccco2)cc1,20,.,5,-1,-26,2,.,-27,7,-5,0
C/C=C/CC#N,-19,8,-7,-2,4,3,2,-3,-14,1,-4
Cc1nc2ccc(Cl)cn2c1P(=S)(N1CCOCC1)N1CCOCC1,12,9,16,-2,-15,11,-2,-8,16,-3,7
CCc1c(C(=O)NN2C(=O)C3C4CCC(O4)C3C2=O)csc1C (configuration not stated),-12,2,-3,6,-34,-20,-1,10,-14,16,-9

# Some of these compounds in order of length of the SMILES, highest first:
SMILES,Shn3 inh set2,MITF TRPM1 inh,HIF-2a inh,KKLEB tox,NR2E3 ag-1,Peg3 promoter,NR2E3 ag-2,C8 TRAIL sens,TWEAK Fn14 block,CF NFkB block,TROY NFkB inh
CS(=O)(=O)c1ccc(C2=C(CNC(=O)c3cccs3)[C@H]3CC[C@@H](C2)N3Cc2ccccc2)cc1,-7,.,-2,3,-27,12,.,1,-15,-1,-7
CCOc1ccc(-c2cc(C)[n+](CCN3CCOCC3)c(-c3ccc(OCC)cc3)c2)cc1,-27,43,7,6,-11,4,-4,-7,-11,2,13
Cc1ccccc1-n1c(C)cc(/C=C2/C(=O)NC(=O)N(Cc3ccco3)C2=O)c1C,-8,16,-10,0,9,14,1,23,-1,9,4
COc1ccc(CCn2c(O)c(C=Nc3ccc(F)cc3)c(=O)[nH]c2=O)cc1OC,-2,.,21,2,-12,16,1,3,-5,-9,35
O=C(NC1CCCCC1)N1Cc2cc(-c3cccc(F)c3)ccc2-n2nncc2C1,6,.,-4,7,-20,8,.,4,-10,-28,11
CCn1c(P(C)(=O)O)nc2cc(NC(=O)c3ccccc3F)ccc21,-72,-5,16,-17,17,13,-2,5,17,13,9
Cc1nc2ccc(Cl)cn2c1P(=S)(N1CCOCC1)N1CCOCC1,12,9,16,-2,-15,11,-2,-8,16,-3,7
C/C(=N\N1CCCCC1)c1c(O)[nH]c(=O)[nH]c1=O,-10,6,19,-8,2,12,-2,0,-8,13,-5
COc1ccc(CCNC(=O)COC(=O)Cc2ccccc2)cc1,-23,-4,21,-2,11,0,4,-3,-10,-1,9
CCCC(C)C1(CC)C(=O)NC(=O)N=C1N (configuration not stated),5,5,19,14,-25,1,5,-3,-10,-6,-1

# Carrying on.
SMILES,Shn3 inh set2,MITF TRPM1 inh,HIF-2a inh,KKLEB tox,NR2E3 ag-1,Peg3 promoter,NR2E3 ag-2,C8 TRAIL sens,TWEAK Fn14 block,CF NFkB block,TROY NFkB inh
CCOC(=O)c1cccc(-[n+]2c(-c3ccccc3)cc(-c3ccccc3)cc2-c2ccccc2)c1,-2,68*,-9,-5,-6,27,1,58*,24,3,-3
CCOc1cc2c(cc1OCC)-n1cccc1C(c1cc(OC)ccc1F)NC2 (configuration not stated),5,18,20,-9,-4,26,0,6,-22,18,9
CC1=C(C)CC2(C(=O)NC(=S)NC2=O)C(C)C1 (configuration not stated),15,-7,13,-7,12,-11,.,3,12,8,3
O=c1[nH]c(O)c(N=Nc2cc(C(F)(F)F)ccc2Cl)c(=O)[nH]1,15,5,11,-9,6,2,2,-4,-13,2,10
CCOc1ccccc1-n1c(O)c(C=Nc2c(C)n(C)n(-c3ccccc3)c2=O)c(=O)[nH]c1=O,8,1,6,10,-1,10,-1,-7,22,7,6
O=Cc1cn(Cc2ccc(Br)cc2)c2ccccc12,30,20,13,8,-1,77*,-2,27,13,13,35
COc1cc(/C=C2\C(=O)NC(=O)N(c3ccc(C)cc3)C2=O)cc(OC)c1O,2,-5,13,1,-1,11,-1,2,-6,3,8
CCOc1cccc(CNCCc2c(C)[nH]c3ccc(OC(F)(F)F)cc23)c1O,?,98*,6,-29,98*,107*,2,46,14,24,-11
CCC1(c2ccccc2)C(=O)NC(=S)NC1=O,-14,6,1,2,-7,12,.,0,-12,-14,-7
CN(C)C(=O)Oc1ccc(Br)cc1C(=O)Nc1ccc(F)c(Cl)c1,75,3,-29,-4,-17,-13,-5,4,-23,1,-1
COc1ccc(-c2nn(CCC#N)cc2C(=O)NCc2ccccc2)cc1[N+](=O)[O-],12,-7,5,-8,-9,1,.,-1,-22,1,-5
CC(=NCCN(C)C)c1c(O)n(Cc2ccccc2)c(=O)[nH]c1=O,-8,5,22,-5,-18,15,-3,-16,-2,1,1
Cc1cc(C)cc(N2C(=O)NC(=O)/C(=C\c3cccn3-c3ccccc3)C2=O)c1,74,66*,43*,5,-1,75*,3,0,66*,28,49
CC(=NCCN1CCCCC1)c1c(O)n(Cc2ccccc2)c(=O)[nH]c1=O,-20,-15,5,6,-7,11,-6,7,2,-6,-3
O=c1[nH]c(O)c(N=Nc2ccc([N+](=O)[O-])cc2)c(=O)[nH]1,-13,52,7,-9,10,9,-3,7,0,30,3
O=C1NCN(c2ccccc2)C12CCNCC2,-18,-4,-49,6,-12,7,4,-3,0,2,-10
O=C1NCN(c2ccccc2)C12CCN(C(c1ccccc1OC(F)(F)F)c1nnnn1-c1ccc3c(c1)OCCO3)CC2 (configuration not stated),-4,.,10,-19,-16,28,.,-7,33,31,17
COC(=O)C1=C(c2ccc(OC(F)(F)F)cc2)C[C@@H]2CC[C@H]1N2C(=O)NC1CCCCC1,28,7,15,-4,46,12,2,6,11,13,7
CCOc1cc(C=C2C(=O)NC(=O)NC2=O)ccc1OCC(=O)N1CCOCC1,1,-10,8,10,-20,-6,-4,-4,-17,6,0
O=C(O)[C@@H]1C[C@H]1[C@@H](NP(=O)(c1ccccc1)c1ccccc1)c1ccccc1,7,1,5,-11,-12,-16,-1,-14,13,0,1
O=[N+]([O-])c1ccc(-[n+]2c(-c3ccccc3)cc(-c3ccccc3)cc2-c2ccccc2)cc1,3,1,9,9,-49,9,0,13,6,-18,-15
CCCCCCC(=O)N/N=C/c1c(O)n(CCc2ccccc2)c(=O)[nH]c1=O,7,11,16,20,14,19,2,8,4,-24,11
O=C1C2CCCN2C(c2cccnc2)N1c1ccc(Cl)cc1 (configuration not stated),0,13,-1,4,4,12,-1,-11,2,0,1
COc1ccc2[nH]c3c(c2c1)CCN[C@H]3C,-29,3,23,8,2,16,2,-2,76*,7,34
CCN(CC)CCN=Cc1c(O)n(C2CCCCCC2)c(=O)[nH]c1=O,-5,5,10,-4,6,7,0,11,4,-3,2
CCCCC1(CCCC)C(=O)NC(=Nc2cccc(C)c2)NC1=O,-28,-7,-16,-10,15,26,4,-3,-10,18,32
CN(CCCCC(=O)/C=N/O)Cc1ccccc1 (tested in a mixture with another compound),-23,1,13,-3,-7,-1,2,0,-4,-6,-8
C=Cn1ccnc1P(=S)(c1cc(N(CC)CC)ns1)c1nccn1C=C,6,5,-4,2,-19,-10,0,-20,0,-14,-10
COc1ccc(C(=O)C2CCCN(Cc3ccsc3)C2)cc1OC (configuration not stated),-24,-4,7,0,-2,27,-3,1,-9,13,-4
CCCCn1c(O)c(/C=N/NC(=O)c2ccncc2)c(=O)[nH]c1=O,6,7,8,9,-45,12,4,-3,-1,-4,-1
COC(=O)C1=C(c2cccc(OC)c2OC)C[C@@H]2CC[C@H]1N2C(=O)NCc1ccco1,-27,-1,-8,1,20,1,0,-7,14,21,-7
O=C(O)C1C(C(=O)O)C2(Cl)C(Cl)=C(Cl)C1(Cl)C2(Cl)Cl (configuration not stated),-7,9,2,6,3,-2,1,-2,-7,-7,-3
COC(=O)C1=C(c2cccc(C#N)c2)C[C@@H]2CC[C@H]1N2C(=O)N1CCC(C)CC1,12,1,0,0,12,10,3,2,-9,6,-26
CCC(C)n1c(O)c(C=Nc2cccc(C(F)(F)F)c2)c(=O)[nH]c1=S (configuration not stated),-9,5,31,3,-9,6,-1,-8,13,9,4
COc1ccc(-n2c(O)c(C=NCCN3CCN(C(C)=O)CC3)c(=O)[nH]c2=S)cc1,7,11,11,5,-6,4,2,-20,12,-10,7
CC1=NN(c2ccccc2)C(=O)/C1=C/c1c(O)[nH]c(=O)[nH]c1=O,-10,0,10,6,-16,22,0,0,2,1,10
CC1CCC(C(=O)NC(C(=O)N2CCC3(CC2)OCCO3)C(C)C)CC1 (configuration not stated),17,4,14,4,-3,11,3,8,-12,8,-23
O=[N+]([O-])c1ccc(NCc2ccc(Cl)cc2)c2ccncc12,43,29,14,-7,-30,32,-5,13,51*,11,43

# Part of the list above, with two lines to a compound:
# Every second line gives: Shn3 inh set2	MITF TRPM1 inh	HIF-2a inh	KKLEB tox	NR2E3 ag-1	Peg3 promoter	NR2E3 ag-2	C8 TRAIL sens	TWEAK Fn14 block	CF NFkB block	TROY NFkB inh
- COC(=O)C1=C(c2cccc(OC)c2OC)C[C@@H]2CC[C@H]1N2C(=O)NCc1ccco1
    -27	-1	-8	1	20	1	0	-7	14	21	-7
- O=[N+]([O-])c1ccc(NCc2ccc(Cl)cc2)c2ccncc12
    43	29	14	-7	-30	32	-5	13	51*	11	43

# Screens as filed in PubChem.
